Compound activity (PubChem BioAssay)
M1 ag: agonists of human M1 muscarinic receptor. P11229. CHO-K1 hM1, Fluo-8 calcium fluorescence, agonist mode; 0% DMSO, 100% acetylcholine EC100. activation, % at 3 µM. 360,000 compounds, 0.33% hits. AID 588814;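 active = activation above the run's mean compound activation plus 3 SD, cut at about 16% in these data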;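 note: peak over basal fluorescence ratio within a 140 s kinetic read after compound addition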
CHRM4 agonist: agonists of human muscarinic M4 receptor (CHRM4) | 360,000 compounds, 0.14% hits | P08173 | CHO-K1 hM4/Gqi5, Fluo-8 calcium fluorescence; vehicle 0%, full acetylcholine response 100% | activation, % at 3 µM;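 active = activation above the run mean over all test wells plus 3 SD, cut at about 32% in these data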;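 note: peak over basal fluorescence ratio per well then scaled between controls; 0% = DMSO wells and 100% = acetylcholine at EC100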
CHRM4 antagonist: antagonists of human muscarinic M4 receptor (CHRM4); P08173; CHO-hM4 cells, ACh EC80, Fluo-8 calcium fluorescence; inhibition, % at 3 µM; 360,000 compounds, 0.73% hits; AID 624125;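 active = inhibition above its plate's cutoff, the mean inhibition of sample wells plus 3 SD, cut at about 27% in these data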;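 note: 0% = acetylcholine EC80 with DMSO and 100% = DMSO without agonist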
CHRM1 antagonist: blocks human M1 muscarinic receptor. inhibition, % at 3 µM. P11229. CHO-K1 hM1, Fluo-8 calcium fluorescence, ACh EC80 antagonist. AID 588852. 360,000 compounds, 1.3% hits;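 active = percent inhibition above its own plate's cutoff, namely the mean of that plate's compound wells plus 3 SD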;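 note: peak over basal fluorescence ratio during 140 s after agonist addition; 0% = ACh EC80 plus DMSO and 100% = DMSO alone without agonist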
M5 ag: CHRM5 agonism in calcium assay; CHO-K1 hM5 cells, Fluo-8 calcium fluorescence; 0% DMSO wells, 100% maximal acetylcholine response; activation, % at 3 µM; 360,000 compounds, 0.19% hits;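 active = activation above the run's mean over test compounds plus 3 SD, cut at about 23% in these data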;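 note: signal is peak over basal fluorescence ratio across the kinetic read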
Target sequence (P08912 whole entry, looked up): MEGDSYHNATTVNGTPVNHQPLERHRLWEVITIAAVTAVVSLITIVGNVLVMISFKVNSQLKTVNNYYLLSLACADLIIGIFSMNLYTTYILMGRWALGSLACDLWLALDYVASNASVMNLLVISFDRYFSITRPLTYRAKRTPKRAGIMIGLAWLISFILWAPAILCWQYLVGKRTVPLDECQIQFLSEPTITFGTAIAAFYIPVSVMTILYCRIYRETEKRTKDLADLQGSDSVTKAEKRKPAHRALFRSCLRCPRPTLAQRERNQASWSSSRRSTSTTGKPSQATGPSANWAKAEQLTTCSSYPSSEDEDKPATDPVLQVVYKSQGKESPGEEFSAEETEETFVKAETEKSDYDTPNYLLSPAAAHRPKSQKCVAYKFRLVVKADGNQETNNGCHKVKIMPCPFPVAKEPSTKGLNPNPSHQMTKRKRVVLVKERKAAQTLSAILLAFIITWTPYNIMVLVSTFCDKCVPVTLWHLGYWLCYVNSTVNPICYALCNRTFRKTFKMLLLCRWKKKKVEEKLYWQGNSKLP
CHRM5 antagonist: antagonists of human muscarinic M5 receptor (CHRM5); 360,000 compounds, 0.59% hits; inhibition, % at 3 µM; CHO-hM5 cells, Fluo-8 calcium fluorescence, ACh EC80;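 active = inhibition above a per-plate cutoff, the mean of that plate's test compounds plus 3 SD, cut at about 27% in these data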;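 note: 0% = acetylcholine EC80 with DMSO and 100% = DMSO without agonist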
CHRM1 PAM: human CHRM1 positive allosteric modulation; 360,000 compounds, 0.088% hits; CHO-K1 hM1, Fluo-8 calcium fluorescence, ACh EC20; 0% = ACh EC20, 100% = maximal ACh; P11229; activation, % at 3 µM; in the data active = activation above about 19%, passing the limit was not always enough
TAAR1 ag: agonists of human TAAR1; Q96RJ0; 360,000 compounds, 0.99% hits; activation, % at 3 µM; AID 624467; CHO RD-HGA16 TAAR1, Fluo-8 calcium fluorescence; vehicle wells 0%, saturating PEA agonist 100%;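 active = activation above the mean activation of all test compounds in the run plus 3 SD, cut at about 38% in these data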
Target sequence (Q96RJ0 whole entry, looked up): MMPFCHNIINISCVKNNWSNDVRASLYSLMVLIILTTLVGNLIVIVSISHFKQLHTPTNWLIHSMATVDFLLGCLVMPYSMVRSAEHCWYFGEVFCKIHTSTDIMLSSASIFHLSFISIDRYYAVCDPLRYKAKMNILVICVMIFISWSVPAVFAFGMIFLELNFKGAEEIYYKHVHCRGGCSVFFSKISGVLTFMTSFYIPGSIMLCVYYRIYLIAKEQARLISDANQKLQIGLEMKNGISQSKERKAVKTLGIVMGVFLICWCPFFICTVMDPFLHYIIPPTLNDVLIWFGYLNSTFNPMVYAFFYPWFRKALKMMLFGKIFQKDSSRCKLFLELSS
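Assay system – CHO-derived RD-HGA16 cells with stable Gα16 and human TAAR1 · Compound dosing – one-point dosing at 3 µM (nominal) · Incubation – 17-24 h seeding, 75 min 37 °C dye, 30 min RT · Measured by – kinetic Fluo-8 calcium fluorescence · Control set – DMSO vehicle as 0%, PEA at EC100 as 100% · Repeats – single well for each compound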
CHRM5 PAM: potentiates acetylcholine response at human M5 receptor; P08912; CHO-K1 hM5, Fluo-8 calcium, ACh EC20 PAM; 0% = ACh EC20, 100% = ACh EC100; activation, % at 3 µM; 360,000 compounds, 0.3% hits; AID 624038;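 active = activation above the run cutoff, the mean activation of all test compounds plus 3 SD, cut at about 18% in these data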
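Assay system: CHO-K1 hM5 cells / Incubation: Fluo-8 loading 80 min at 37 °C plus 30 min room temperature / Technique: Fluo-8 calcium dye fluorescence, kinetic read / Repeats: single replicate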
* marks the source's active call; other numbers are inactive results; x = no result given.

Fields: M1 ag	CHRM4 agonist	CHRM4 antagonist	CHRM1 antagonist	M5 ag	CHRM5 antagonist	CHRM1 PAM	TAAR1 ag	CHRM5 PAM
> O=C(CNC(=O)c1cccs1)N/N=C/c1c[nH]c2ccccc12
 : -2	2	-11	10	-4	-19	3	2	-7
> COc1ccc(/C(C)=N\NS(=O)(=O)c2ccccc2)cc1OC
 : -4	0	15	12	-1	10	-4	7	-5
> Cn1ccc(C(=O)N2CCCc3ccccc32)n1
 : 0	1	3	-31	1	-3	8	2	3
> COc1ccc(Cl)cc1S(=O)(=O)N1CCN(C)CC1
 : -5	0	-1	-2	0	1	-6	2	-5
> S=C1COC(c2ccccc2)N1c1ccccc1 (stereo unspecified)
 : -3	-1	1	-4	-8	0	3	7	-6
> CS(=O)(=O)c1ccc(C(=O)OCC(=O)N2CCN(CCC3CCCCC3)CC2)cc1[N+](=O)[O-]
 : -10	6	29*	3	-3	11	-10	2	-6
> CCCNC(=S)N1CCC(Cc2ccccc2)CC1
 : 5	3	-17	-11	1	2	19	-2	1
> O=C(CSCc1nc2c(nnn2Cc2ccc(F)cc2)c(=O)[nH]1)Nc1c(Cl)cc(Cl)cc1Cl
 : -4	2	9	-4	-1	9	7	4	0
> CCc1nnc(N/N=C/c2ccccc2Cl)n1N
 : -4	0	13	8	0	6	-2	0	2
> Cc1ccc(C)c(NC(=O)C2CCC(C)(C(=O)O)C2(C)C)c1 (stereo unspecified)
 : -5	1	11	-14	0	1	8	0	0
> CCCCNC(=S)NNC(=O)c1sccc1C
 : -3	1	5	-2	1	4	4	x	-3
> Cc1nn(CC(=O)N2CCN(c3ccccc3)CC2)c(=O)c2cccn12
 : -4	0	-9	-13	1	-1	9	1	-1
> CCc1cc(C(=O)c2ccc(Br)cc2)c(NC(=O)CN(CC)CC)s1
 : -2	-1	0	-14	1	18	9	1	2
> CN(C)C1=NCCN1CCc1ccccc1
 : -10	1	-15	-1	-9	2	3	9	-3
> CCN(CC)C(=O)CN1C(=O)C2(NC(=O)c3ccccc3N2)c2ccccc21 (stereo unspecified)
 : -2	-1	13	-9	3	2	6	1	-4
> C=CCn1c(C(C)NC(=O)COC)nc2ccccc21 (stereo unspecified)
 : -4	0	-9	-6	1	-2	7	1	-5
> COc1cc(C(=O)N/N=C(\C)c2ccc(NC(=O)Cc3ccccc3)cc2)ccc1O
 : -3	3	-9	0	-3	2	1	0	-5
> Cc1ncsc1CCC(=O)N1CCCC(C(=O)c2cccc(Cl)c2)C1 (stereo unspecified)
 : -12	4	-2	18	-2	5	-13	2	-6
> CCCOc1ccc(C(=O)OCC(=O)c2c(N)n(C)c(=O)n(C)c2=O)cc1OC
 : -2	4	-10	-5	4	4	4	1	1
> Cc1ccccc1N=C1c2cc([N+](=O)[O-])ccc2-c2ncccc21
 : -3	2	1	0	-2	-3	11	10	7

Three compounds already listed, ordered by their value in M1 ag, descending.
Structure | M1 ag
CCN(CC)C(=O)CN1C(=O)C2(NC(=O)c3ccccc3N2)c2ccccc21 (stereo unspecified) | -2
CCCCNC(=S)NNC(=O)c1sccc1C | -3
C=CCn1c(C(C)NC(=O)COC)nc2ccccc21 (stereo unspecified) | -4

Remaining list, next part
Fields: M1 ag	CHRM4 agonist	CHRM4 antagonist	CHRM1 antagonist	M5 ag	CHRM5 antagonist	CHRM1 PAM	TAAR1 ag	CHRM5 PAM
> NCC(O)COc1ccc2c(c1)OCO2 (stereo unspecified)
 : -2	1	-19	-14	-2	2	6	18	2
> Cc1cc(C)c2[nH]c(=O)c(CN(Cc3ccc4c(c3)OCO4)Cc3nnnn3C3CCCC3)cc2c1
 : -5	4	1	12	0	9	-8	2	-5
> COc1ccccc1NC(=O)C1CCN(C(=O)NCc2ccccc2)CC1
 : -3	1	2	-10	-2	4	12	-1	-1
> c1ccc(N2CC[N+]3(CCCC3)CC2)nc1
 : -9	1	13	54*	-7	9	-22	15	-9
> CCOc1ccc(Oc2c(/C=N/NC(=O)COc3ccccc3OC)c(C)nn2-c2ccccc2)cc1
 : -4	1	-2	-6	-2	9	2	1	-10
> COc1cc(C(C)=O)ccc1OCC(O)CN1CCN(c2ccccc2)CC1 (stereo unspecified)
 : -9	0	1	-18	-17	5	11	-1	6
> Cc1ccc2[nH]c(=O)c(CN(CCCN3CCOCC3)C(=O)NC3CCCCC3)cc2c1
 : -6	1	5	-7	-2	-1	7	6	-1
> C[C@H](c1ccccc1)N1C[C@H](COCc2ccccc2)Oc2cc(N3CC[C@@H](O)C3)ccc2S1(=O)=O
 : x	2	-17	x	-2	0	x	4	-8
> CC(C)(C)c1ccc(CS(=O)CC(O)CO)cc1 (stereo unspecified)
 : -6	1	9	1	0	5	0	0	-3
> O=S(=O)(c1ccccc1)c1nc(-c2ccco2)oc1NCc1ccccc1
 : -3	-2	2	4	0	2	-1	8	-1

(list continues)
Compound | M1 ag | CHRM4 agonist | CHRM4 antagonist | CHRM1 antagonist | M5 ag | CHRM5 antagonist | CHRM1 PAM | TAAR1 ag | CHRM5 PAM
COc1cc(F)ccc1-c1csc(C(NC(C)=O)c2ccc(F)c(F)c2)n1 (stereo unspecified) | -3 | 0 | -13 | -11 | -1 | 2 | 4 | 1 | -3
Cc1ccc(NC(=O)CC(C)S(=O)(=O)c2ccc3c(c2)NC(=O)CO3)c(Cl)c1 (stereo unspecified) | -1 | 10 | -10 | -10 | 4 | -11 | 3 | 3 | 0
CCOc1ccc(-c2[nH]ncc2-c2csc(C)n2)c(O)c1 | -5 | 2 | -2 | 2 | 2 | -15 | 4 | -1 | 2
Cn1c(CCCNC(=O)c2ccco2)nc2ccccc21 | -3 | 3 | -2 | -11 | 1 | 7 | 14 | 0 | -1
O=C(CC(C(=O)O)c1c[nH]c2ccccc12)c1ccccc1 (stereo unspecified) | -6 | 1 | -3 | -9 | -5 | -4 | 8 | 4 | -7
Cc1ccc(Nc2ncnc3c2oc2ccccc23)cc1 | -4 | -2 | -3 | -11 | -6 | -2 | 11 | 2 | 3
Cc1cc(NC(=O)Cn2cc([N+](=O)[O-])cn2)no1 | -1 | 1 | -9 | -1 | 3 | -3 | -1 | 0 | 4
Cc1ccc(OCCn2c(=S)[nH]c3c(N)ncnc32)cc1 | -2 | 2 | -4 | -3 | 5 | 4 | 6 | 1 | 12
COC(=O)c1cn(NC(=O)Cc2ccccc2OC)c(=O)c2ccccc12 | 0 | 1 | -10 | -20 | 1 | 8 | 15 | 1 | 0
C=CCn1c(SCC(=O)Nc2ccc3c(c2)OCCO3)nnc1-c1ccco1 | -2 | 1 | -4 | -5 | 5 | 2 | 7 | 2 | 3
CC(C)OC(=O)CSc1ncnc2c1cnn2Cc1ccccc1 | -6 | 2 | -16 | -12 | -6 | -3 | -3 | 10 | -2
CC(=O)Nc1ccc2c(c1)C(=O)N(c1cccc3ccccc13)C2=O | 0 | 3 | -6 | -12 | 2 | 10 | 6 | 4 | 4
COc1ccc(N=Cc2c(O)n(-c3ccc(OC)cc3)c(=O)c3ccccc23)cc1 | -2 | 1 | -10 | -7 | -1 | -13 | 12 | -2 | 14
CCSCCNC(=O)c1cc(-n2cnnc2)ccc1Cl | -5 | 0 | 8 | -11 | 0 | 8 | 9 | 5 | -1
CC1CCN(C(=O)/C(=C\c2ccccc2F)NC(=O)c2ccccc2)CC1 | 3 | 2 | -13 | -19 | 3 | 5 | 17 | 8 | -4
COc1ccc(C(=O)C[n+]2ccc3c(c2)nc(-c2ccc(OC)cc2OC)n3C)cc1 | -5 | -1 | 10 | 12 | -8 | 4 | -5 | 4 | -1
COCCNC(=S)N/N=C/c1c2ccccc2cc2ccccc12 | -4 | 12 | -5 | -2 | 0 | 9 | 4 | 6 | -6
COc1cc(NS(=O)(=O)c2ccc(NC(=O)/C(=C/c3ccccc3Cl)NC(=O)c3ccccc3)cc2)nc(OC)n1 | -5 | 2 | 3 | 2 | 1 | -5 | 3 | 3 | 3
CCOC(=O)CNC(=O)Cn1cnc2sc(C)c(S(=O)(=O)N3CCOCC3)c2c1=O | -1 | 2 | -10 | -8 | -1 | 3 | 8 | 10 | 1
CCOC(=O)c1sc(-c2cccc([N+](=O)[O-])c2)cc1N | -10 | 1 | 6 | 1 | -3 | 7 | -7 | 2 | 4
CC(=O)c1ccc(S(=O)(=O)N2CCN(c3nn(C)c(=O)n(C)c3=O)CC2)cc1 | -4 | 1 | 6 | 1 | 2 | 6 | -2 | 1 | -1
Cc1ccc(N2CCN(S(=O)(=O)c3ccc4oc(=O)ccc4c3)CC2)cc1Cl | -2 | 1 | 6 | -14 | -1 | -1 | 7 | 1 | 0
Cc1cc(C)c2sc(NC(=O)CN3C(=O)CCC3=O)nc2c1 | -3 | 1 | -6 | -7 | 1 | 1 | 2 | 6 | 2
COCCNC(=O)CSc1nc2ccccc2c(=O)n1CCC(=O)N1CCN(c2ccccc2)CC1 | -5 | 4 | 6 | 2 | 2 | -1 | 4 | 0 | 4
Cc1nnc(SCC2=C(C(=O)O)N3C(=O)C(NC(=O)C(C)n4nc(C(F)(F)F)cc4C)C3SC2)s1 (stereo unspecified) | -7 | 2 | -9 | -8 | 0 | 7 | 4 | 0 | 1
CCOC(=O)C(CSCC(=O)c1ccc(Cl)cc1)NC(=O)OC(C)(C)C (stereo unspecified) | -2 | 5 | 8 | 0 | -1 | 15 | 0 | 3 | -6

Some of the compounds tested, so the mix of outcomes need not match the whole.
